# CBFb RUNX1 block – blocks binding between human CBF-beta and RUNX1; AlphaScreen CBFb-His/RUNX1-biotin binding, biochemical; Potency, µM (top dose mostly 59.8 µM), for the others: top-dose activity, negative = inhibition, hits mostly inhibitors; 230,000 tested, under 10 active; note: % of control where 0% means no effect
# Target sequence (Q01196 whole entry, looked up): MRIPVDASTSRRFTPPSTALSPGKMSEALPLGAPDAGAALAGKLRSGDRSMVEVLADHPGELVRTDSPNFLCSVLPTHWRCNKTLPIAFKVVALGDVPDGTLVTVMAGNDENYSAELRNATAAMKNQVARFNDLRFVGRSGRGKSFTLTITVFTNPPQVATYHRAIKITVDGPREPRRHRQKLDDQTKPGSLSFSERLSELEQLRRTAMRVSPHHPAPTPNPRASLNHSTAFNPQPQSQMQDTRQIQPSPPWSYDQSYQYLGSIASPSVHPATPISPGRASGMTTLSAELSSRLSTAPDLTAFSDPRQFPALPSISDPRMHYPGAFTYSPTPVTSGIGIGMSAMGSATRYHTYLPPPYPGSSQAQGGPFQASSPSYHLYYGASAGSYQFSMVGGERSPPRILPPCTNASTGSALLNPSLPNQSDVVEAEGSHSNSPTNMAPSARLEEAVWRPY
# Target sequence (Q13951 whole entry, looked up): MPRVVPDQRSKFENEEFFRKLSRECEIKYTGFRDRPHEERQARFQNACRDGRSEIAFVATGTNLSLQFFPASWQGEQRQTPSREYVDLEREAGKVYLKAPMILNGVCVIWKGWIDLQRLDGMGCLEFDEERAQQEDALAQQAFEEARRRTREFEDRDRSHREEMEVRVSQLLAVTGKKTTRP
#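 Proteins preincubated together for 20 min at RT before compound addition; 15 min later, nickel and streptavidin beads were added and left 90 min prior to AlphaScreen measurement.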
# HTT aggregate – mutant huntingtin aggregation inhibition; PC12 HttQ103-GFP aggregates, Acumen cytometry, 40 h; Potency, µM (highest dose often 46.1 µM), for the others: at the highest dose activity change, negative = inhibition, usual class: inhibitors; 220,000 tested, 1.1% active; note: potency is the fitted concentration of half-maximal effect; % is set by controls: 0 for no effect and ±100 for the full control effect; nearly all actives have a fitted effect of over 60% in size
#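 Aggregate formation scored by laser-scanning cytometer (488 excitation, 500–530 emission) in lysed PC12 cells expressing Q103-GFP after 100 nM tebufenozide induction; library tested in dose series, with ATPLite reagent added in the multiplex.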
# Luc counter – counter-screen: inhibitors of Kinase-Glo firefly luciferase; 200,000 tested, 0.28% active; Kinase-Glo luciferase, ATP luminescence, 8 min; Q27757; AID 1379; Potency, µM (doses to about 38.3 µM), without a hit: top-dose activity change, negative = inhibition, actives largely listed as inhibitors; note: potency is the fitted concentration of half-maximal effect; % is set by controls: 0 for no effect and ±100 for the full control effect; nearly all actives have a fitted effect of over 60% in size
#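 Kinase-Glo luciferase light output from ATP and luciferin was measured with 10 uM ATP, within the enzyme's linear range. Buffer: 50 mM imidazole pH 7.2, 50 mM KCl, 7 mM MgCl2, 0.01% Tween 20, 0.05% BSA; luminescence read after 8 min at ambient temperature.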
# Epigenetic reg – derepresses silenced GFP reporter in murine cells; Potency, µM (titrated, usually from 53.9 µM), inactives show at the highest dose GFP activation, hits mostly activators; 280,000 tested, 0.2% active; AID 1865; murine LDR cells, GFP reporter derepression, 30 h; note: potency is the fitted concentration of half-maximal effect; % of control where 0% means no effect; nearly all actives have a fitted effect of over 60% in size
#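 Murine LDR cells bearing a silenced CMV-driven GFP reporter were exposed to compound for 30 h at 37 C. After PBS washes, GFP-positive cells (20-120 um objects) counted by laser-scanning microplate cytometry.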
# IMPase Li inh – IMPase inhibition in cells with lithium potentiation | CHO-M1 cells, IP1 TR-FRET (IP-One), carbachol + lithium | Potency, µM (top dose mostly 59.4 µM), without a hit: top-dose activity, negative = IMPase inhibition, usual class: inhibitors | 210,000 tested, 0.35% active;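 note: IP1 builds up when IMPase is blocked and the TR-FRET signal falls; potency is the fitted concentration of half-maximal effect; plate controls were basal vehicle for no effect and high inhibitor control for full effect; nearly all actives have a fitted effect of over 50% in size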
#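 Test compounds were applied to CHO-M1 cells previously cultured for 16–30 h at 2000 per well. A small lithium amount accompanied them; after 30 min at 37C, IP1 was quantified by TR-FRET.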
# NPSR antag – blocks cAMP signaling of the human neuropeptide S receptor. Q6W5P4. Potency, µM (titrated, usually from 38.3 µM), for inactives: top-dose activity change, negative = inhibition, most hits filed as inhibitors. CHO-NPSR cells, cAMP TR-FRET, antagonist mode. 220,000 tested, 1% active; note: potency is the fitted concentration of half-maximal effect; % is set by controls: 0 for no effect and ±100 for the full control effect; nearly all actives have a fitted effect of over 50% in size; many of its hits are not listed in these tables
# Target sequence (Q6W5P4 whole entry, looked up): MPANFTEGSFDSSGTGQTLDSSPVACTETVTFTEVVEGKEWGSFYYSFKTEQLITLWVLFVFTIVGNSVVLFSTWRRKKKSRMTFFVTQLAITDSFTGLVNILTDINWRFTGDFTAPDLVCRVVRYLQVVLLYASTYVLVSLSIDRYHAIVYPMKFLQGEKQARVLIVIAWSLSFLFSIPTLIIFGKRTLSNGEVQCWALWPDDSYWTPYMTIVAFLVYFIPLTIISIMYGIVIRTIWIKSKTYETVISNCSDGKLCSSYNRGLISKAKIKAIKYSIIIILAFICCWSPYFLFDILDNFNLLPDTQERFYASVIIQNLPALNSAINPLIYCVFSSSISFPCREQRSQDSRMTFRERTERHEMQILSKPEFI
# LMNA splice mod – changes lamin A minigene splicing in HeLa cells | HeLa LMNA splicing GFP/RFP minigene ratio, 48 h | Potency, µM (doses to about 46.1 µM), inactives show at the highest dose ratio change, negative = inhibition, hits mostly inhibitors | 200,000 tested, 0.01% active; active = well fitted inhibition curve with a large enough effect in the signal ratio, with a control signal flat, not every such curve was filed as active; inconclusive = small, poorly fitted or top-dose-only effect, or effect the other way, or a change in a side signal; the % refers to the signal ratio; note: potency is the fitted concentration of half-maximal effect; % is set by controls: 0 for no effect and ±100 for the full control effect
#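 S3 HeLa stable clones carrying a lamin A-EGFP splicing minigene plus DsRed2 were seeded at 600 cells/well in Opti-MEM with 2% FBS, pin-dosed and incubated 48 h at 37°C. Acumen cytometry (488 nm) gave the GFP/RFP total-intensity ratio.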
# Numbers without * were called inactive; ? = inconclusive; . = no result given; [ ] = remark or other dose. Unless noted, calls come from the whole dose curve; as a rule, active = well fitted curve in the direction sought with a large enough effect; inconclusive = small, poorly fitted or top-dose-only effect, or another doubt; inactive = no such curve, though single readings can be large; an effect the other way counts as inactive or inconclusive.
# Results follow in this order: HTT aggregate	CBFb RUNX1 block	Luc counter	LMNA splice mod	Epigenetic reg	IMPase Li inh	NPSR antag
Cc1cc(C)c2c(=O)n(CC(=O)NC3CCCC3)sc2n1
→ -3%[9.22 µM]	5%	.	.	0.1%	.	-38%
COc1cc(/C=N/NC(=O)COc2ccc(-n3cnnn3)cc2)ccc1OCC(N)=O
→ -6%[9.22 µM]	2%	.	.	-1.3%	.	-18%
COCCCNCCOCCOc1ccc(Cl)cc1Br
→ -9%	-2%	4%	-4%	-3.8%	3%	17%
CC(=O)N1CCN(Cc2nc3cc(NC(=O)Cn4nc(C)c5ccccc5c4=O)ccc3n2C)CC1
→ 8%[1.84 µM]	0%	8%	4%	5.2%	31%[activator][38.3 µM]	-8%[46.1 µM]
CC1Cc2ccccc2N1S(=O)(=O)c1cnc(Cl)c(Cl)c1 (configuration not stated)
→ 10%[9.22 µM]	7%	.	.	6.5%	.	28%
COC(=O)COc1ccccc1/C=C1/NC(=O)NC1=O
→ -7%	1%	0%	4%	1.8%	0%	-8%
Oc1cnn(-c2ccccc2)c1
→ -21%	10%	-2%	-27%	0.0%	8%[38.3 µM]	0%[46.1 µM]
Cc1cc(C(=O)O)oc(=O)c1
→ 15%[9.22 µM]	1%	.	-2%[46 µM]	5.4%	.	-11%
Cc1ccc(Nc2cnn(C34CC5CC(CC(CC(=O)O)(C5)C3)C4)c(=O)c2Cl)cc1
→ -1%	6%	18%	7%	0.0%	11%[38.3 µM]	-10%[46.1 µM]
Cc1nc(SCC(=O)Nc2ccc3c(c2)OCO3)c(C#N)c2c1CCCC2
→ -20%	4%	1%	16%	0.0%	46%[activator][38.3 µM]	?
COc1ccc(CN2CCN(S(=O)(=O)c3ccc(F)cc3)CC2)cc1OC
→ -1%	-7%	-2%	-10%	1.1%	0%[38.3 µM]	-10%[46.1 µM]
CCn1cc(Cl)c(C(=O)NNC(=O)CCn2cc([N+](=O)[O-])cn2)n1
→ ?	1%	0%	-3%	-0.9%	1%	9%
O=C(c1ccc(Cl)c(S(=O)(=O)Nc2ccc(F)cc2)c1)N1CCN(c2ccccn2)CC1
→ 14%	-3%	-1%	2%	-0.2%	1%[38.3 µM]	-17%[46.1 µM]
N=c1c(C(=O)NC2CCCC2)cc2c(=O)n3ccccc3nc2n1C1CCCC1
→ -3%	0%	-3%	-6%	1.0%	-6%[38.3 µM]	-9%[46.1 µM]
CCCCCCCC(=O)OCC(=O)[C@@]1(O)CC[C@H]2[C@@H]3CCC4=CC(=O)CC[C@]4(C)[C@H]3[C@@H](O)C[C@@]21C
→ -14%	3%	1%	14%	-5.2%	0%	1%
Oc1c(C(c2ccc(Cl)cc2)N2CCCC2)cc(Cl)c2cccnc12 (configuration not stated)
→ ?	?	1%	?	9.9%	4%	-57%
O=C(CSc1ccc(-c2nc3ccccc3[nH]2)cn1)Nc1ccc2c(c1)OCCO2
→ -12%	12%	-10%	-6%	4.4%	8.9µM*	0%[46.1 µM]
Oc1ccc2oc3c(c2c1/C=N/n1cnnc1)CCCC3
→ ?	1%	4%	?	-0.1%	-20%[38.3 µM]	-14%[46.1 µM]
C=CCSc1nc(O)c(CC)c(=O)n1C(C)CC (configuration not stated)
→ -9%	-7%	-7%	24%	0.0%	-14%[38.3 µM]	-20%[46.1 µM]
CN1C(=O)N(C)C2C1N(C)S(=O)(=O)N2C (configuration not stated)
→ -10%	6%	8%	1%	0.2%	-3%[38.3 µM]	-6%[46.1 µM]
CCCNc1nc(C)cc(-c2cc(-c3ccc(Cl)cc3)on2)n1
→ -34%[9.22 µM]	14%	.	.	5.7%	.	16%
CC(C)OCCCNC(=O)C1CCN(S(=O)(=O)N2CCCC2)CC1
→ 6%	1%	-2%	.	3.4%	-2%	10%
Cc1ccc(NC2=NCC(=O)N2Cc2ccc3c(c2)OCO3)cc1
→ -3%	6%	1%	17%	0.7%	2%[38.3 µM]	11%[46.1 µM]
N#CCC(=O)N/N=C/c1cccc(Oc2ccccc2)c1
→ 10%	-3%	1%	.	-1.5%	18%	5%
Cc1cccc(N(CC(=O)NC(C)(C)C)C(=O)CS(=O)CC(=O)Nc2ccc(F)cc2)c1 (configuration not stated)
→ 3%[9.22 µM]	0%	2%	1%[46 µM]	5.9%	5%	-14%
Cc1ccc(-n2nnnc2SCC(=O)Nc2sc(C)c(C)c2C#N)cc1C
→ 31%	16%	2%	-8%	-1.0%	16%[38.3 µM]	-13%[46.1 µM]
CC(Cc1ccc(O)c(O)c1)(NN)C(=O)O (configuration not stated)
→ .	.	-3%	-1%	2.5%	16%	.
COc1ccccc1C(=O)N1CCN(C(=O)c2ccncc2)CC1
→ -22%	13%	-1%	0%	0.2%	17%[38.3 µM]	-8%[46.1 µM]
O=C(N/N=C/c1ccsc1)c1ccc2ccccc2n1
→ -5%	3%	-9%	2%[46 µM]	-1.6%	4%	-13%
CC(=O)c1cnc2c(-c3ccccc3)c(C(F)(F)F)nn2c1C
→ -12%[9.22 µM]	20%	0%	.	1.9%	7%	11%
Cc1ccc(-c2nnc(CSc3nncn3N)o2)cc1
→ 8%	1%	6%	-5%	-1.6%	-5%[38.3 µM]	10%[46.1 µM]
O=C(O)/C(=C\c1ccco1)NC(=O)c1cccc2ccccc12
→ 19%	-1%	-2%	-12%	6.7%	-5%[38.3 µM]	-6%[46.1 µM]
NC(=O)NOCc1c(F)cccc1Cl
→ 8%[9.22 µM]	?	.	.	1.1%	-3%	-19%
COc1ccc(-n2c(SCC(=O)c3c(N)n(C)c(=O)n(C)c3=O)nc3ccccc32)cc1
→ -3%	-1%	0%	?	1.1%	6%[38.3 µM]	-13%[46.1 µM]
CCN(CC)C(=O)C(=O)c1cn(CC(=O)NCc2ccc3c(c2)OCO3)c2ccccc12
→ 2%	1%	1%	?	1.1%	14%	-9%
FC(F)(F)c1cc(Oc2ccccc2)nc(-c2ccccn2)n1
→ 8%	-4%	0%	2%	-1.3%	-5%[38.3 µM]	-15%[46.1 µM]
CCCn1nc(NS(=O)(=O)c2ccccc2)c2cc3ccccc3nc21
→ -10%	7%	12%	10%	0.4%	11%[38.3 µM]	-23%[46.1 µM]
COC(=O)c1scc2c(=O)cc(C(F)(F)F)[nH]c12
→ 13%[9.22 µM]	-8%	.	.	-2.4%	.	8%[7.67 µM]
CCCCOC(=O)n1c(=S)oc2cc(Cl)ccc21
→ -21%	6%	1%	7%[0.0737 µM]	-0.9%	-3%[38.3 µM]	12%[46.1 µM]
Cc1ccc2nc(/C(C#N)=C\c3ccc(Oc4ccc([N+](=O)[O-])cn4)cc3)[nH]c2c1
→ -8%	-1%	-5%	?	1.1%	0%	-16%
CCOC(=O)C(CC)n1cnc2c(cnn2-c2ccc(Cl)cc2)c1=O (configuration not stated)
→ 13%	0%	.	?	0.0%	.	-16%[46.1 µM]
Cc1cccc(Nc2nc(N)nc(-c3oc4ccccc4c3C)n2)c1
→ 9%[9.22 µM]	-9%	.	.	6.2%	.	?
Cc1cc(C)c(C2C3=C(Nc4c2c(C)nn4-c2ccccn2)c2ccccc2C3=O)c(C)c1 (configuration not stated)
→ 8%	-3%	-1%	?	-3.8%	11%	10µM*
O=C(Cn1c(S(=O)(=O)Cc2ccccc2)nc2ccccc21)N1CCCCC1
→ 2%	1%	6%	-13%	-2.8%	13%[38.3 µM]	-15%[46.1 µM]
O=C(c1cc(COc2ccc(F)cc2Cl)on1)N1CCCC(c2ccccc2)C1 (configuration not stated)
→ -6%[9.22 µM]	0%	0%	.	0.0%	26%	46%
CCOC(=O)c1ccc(NC(=O)C2CCCN(S(=O)(=O)c3ccc(F)cc3)C2)cc1 (configuration not stated)
→ 3%	-1%	-1%	3%	-3.0%	13%[38.3 µM]	?
O=C(/C=C/c1ccc2c(c1)OCO2)N1CCN(c2ccccc2F)CC1
→ -1%	-2%	-2%	?	-0.9%	6%	0%
COCCCNCC(O)C(F)(F)F (configuration not stated)
→ -8%[9.22 µM]	4%	1%	-6%[46 µM]	-2.5%	3%	15%
COc1ccc(CCNC(=O)c2nonc2N)cc1
→ -25%	11%	-4%	3%	-1.3%	3%	-5%[46.1 µM]
CN(/N=C/c1ccco1)C1=NS(=O)(=O)c2ccccc21
→ 1%	-3%	-1%	.	-0.3%	-2%	-11%
O=C(/C=C/c1ccccc1)OCc1cncs1
→ 0%	4%	0%	17%[46 µM]	2.3%	4%	4%
Cn1c(SCc2ccc(Br)cc2)nnc1-c1cccs1
→ -18%	5%	-5%	19%	-2.9%	4%[38.3 µM]	-17%[46.1 µM]
CC(C)(C)NC(=O)NC(=O)COc1ccccn1
→ -19%	3%	1%	5%	1.9%	20%[38.3 µM]	-4%[46.1 µM]
CCOC(=O)C1=C(C)N(CC(C)C)C(=O)/C1=C\c1cccs1
→ 3%[9.22 µM]	-2%	.	.	2.1%	.	35%
COc1cc(C(C)=O)ccc1OCC(=O)NCC1(N2CCCCC2)CCCCC1
→ -10%	4%	-2%	-8%[46 µM]	0.0%	4%	8%
CCOC(=O)c1cc(=O)c2ccc(OCC(=O)Nc3ccc(F)cc3)cc2o1
→ 12%[9.22 µM]	4%	.	.	5.2%	.	0%[7.67 µM]
CCCc1c(C)c2ccc(OCC(C)=O)cc2oc1=O
→ 11%	7%	-7%	5%	1.3%	-18%[38.3 µM]	-9%[46.1 µM]
Cc1ccc(S(=O)(=O)CCN2CCN(c3ccccn3)CC2)cc1
→ 4%[9.22 µM]	4%	.	.	-0.3%	.	-25%

# Bioassay records from PubChem BioAssay.

# Not all compounds are listed (hit frequency here may not be typical).
